NOD1 inhibition = NOD1 signaling inhibitors, primary screen, cell-based, luminescence, uHTS (AID 1578). 290,000 compounds, 1% hits. NOD1-driven NF-kB luciferase reporter cells, luminescence; higher % means a stronger effect. inhibition, % at 4 µM, or EC50 in µM where a hit was titrated; in the data active = inhibition mostly above about 36%, no sharp cut-off; inactive = mostly below about 34%;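 note: HEK-293T reporter cells stimulated with the NOD1 agonist gamma-tri-DAP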
KOR beta-arrestin-1 = KOR antagonists, beta-arrestin recruitment, cell-based, luminescence, uHTS (AID 1778) | KOR beta-arrestin recruitment, luminescence, antagonist mode; higher % means a stronger effect | inhibition, % at 10 µM; hits with a dose series show IC50 in µM | 290,000 compounds, 0.091% hits; note: strong numbers were not always called active
GPR55 beta-arrestin = selective activators of receptor GPR55 – imaging, U2OS cells, beta-arrestin-GFP redistribution, primary screen (AID 1961) | U2OS GPR55 beta-arrestin-GFP redistribution imaging; higher % means a stronger effect | activation, % at 10 µM, or EC50 in µM where a hit was titrated | 290,000 compounds, 0.048% hits;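 active = activation above 40% with more than 50 cells counted in the well; inconclusive = wells holding fewer than 50 cells, flagged as toxic or sparse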;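 note: U2OS osteosarcoma cells stably expressing GPR55 and beta-arrestin-GFP; plate controls were DMSO negative control for no effect and LPI positive control for full effect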
AID2073 = disruptors of CaV2.2 binding to Mint1 – biochemical, HTRF (AID 2073); HTRF protein-protein interaction, Mint1-CaV2.2; higher % means a stronger effect; inhibition, % at 20 µM, or IC50 in µM where a hit was titrated; 290,000 compounds, 0.19% hits; in the data active = inhibition mostly above about 51%, no sharp cut-off; inconclusive = no clear call, values can overlap the other calls; inactive = mostly below about 53%; note: some results filed as inactive read as strong as hits
Dynein cargo inh = dynein cargo transport inhibition. z-score, hits read low. 3617.4 mouse cells, GR-EGFP nuclear translocation imaging; test concentration mostly 20 µM; stimulated with dexamethasone, 1 µM; stronger effect = lower value. 220,000 compounds, 0.47% hits;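 active = plate z-score of nuclear minus cytoplasmic receptor signal below a set negative limit, without overly bright fluorescence or cell loss, cut at about -3.5 in these data, passing the limit was not always enough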;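 note: z-score of nuclear minus cytoplasmic ring GR-EGFP intensity difference per well; some compounds called inactive have numbers as strong as hits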
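Also added: dexamethasone, 1.0 µM final. Medium: tet-free, stripped-serum medium. Detection: fixed, Hoechst-stained cells imaged at 10x for EGFP. Read-out: nuclear-to-cytoplasmic GR-EGFP distribution per well. Times: induction 48 h, compound 1 h, agonist 30 min.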
KOR beta-arrestin-2 = kappa opioid receptor activators – cell-based, luminescence, uHTS, primary screen (AID 1777); KOR beta-arrestin recruitment, luminescence; higher % means a stronger effect; one-dose activation, % at 10 µM; EC50 in µM for titrated hits; 280,000 compounds, 0.02% hits; in the data active = activation above about 50%, passing the limit was not always enough; note: a part of the inactive calls stands beside numbers as strong as those of hits
HEK293 NOD2/NF-kB = inhibition of NOD2-driven NF-kB reporter – cell-based, luminescence, uHTS, HEK293 (AID 1566). HEK293 NOD2/NF-kB luciferase reporter, luminescence; higher % means a stronger effect. inhibition, % at 4 µM, or EC50 in µM where a hit was titrated. 290,000 compounds, 0.63% hits; note: many of its hits are not listed in these tables
M17LAP inhibition = P. falciparum M17LAP inhibitors, primary screen, biochemical, fluorogenic H-Leu-NHMec substrate, 1536-well (AID 1619); inhibition, % at 30 µM, or IC50 in µM where a hit was titrated; 220,000 compounds, 0.38% hits; recombinant M17LAP, H-Leu-NHMec fluorogenic kinetic assay; higher % means a stronger effect;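 active = compound inhibiting the enzyme by more than half at any dose during confirmatory dose-response retesting; inconclusive = strong single-dose inhibitors picked by rank but not retested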;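 note: plate controls were full reaction with DMSO carrier for no effect and no enzyme background for full effect; strong numbers were not always called active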
P. falciparum M1AAP = P. falciparum M1AAP inhibitors, biochemical, fluorogenic H-Leu-NHMec substrate, 1536-well (AID 1445) | 220,000 compounds, 0.42% hits | recombinant M1AAP, H-Leu-NHMec fluorogenic kinetic assay; higher % means a stronger effect | one-dose inhibition, % at 30 µM; IC50 in µM for titrated hits;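 active = primary inhibition above the hit cutoff, then over 50% inhibition at one or more dose response concentrations, cut at about 23% in these data, passing the limit was not always enough; inconclusive = conflicting primary data, or primary hits not chosen for dose response; inactive = low primary inhibition, or under 50% at every dose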;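 note: plate controls were DMSO full reaction for no effect and no enzyme background for full effect; strong numbers were not always called active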
Dynein cargo inh cytoplasmic EGFP = recorded beside Dynein cargo inh, whose call it bears; z-score; measured here: cytoplasmic GR-EGFP intensity; stronger effect = higher value
Dynein cargo inh nuclear GR-EGFP = second read-out of Dynein cargo inh, no call of its own (marks repeat the call); z-score; measured here: nuclear GR-EGFP intensity;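 lower value marks the stronger effect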
Dynein cargo inh cell count = second read-out of Dynein cargo inh, no call of its own (marks repeat the call); z-score; measured here: cell count per field
* hit, by the source's call; ? = inconclusive; · = not tested or not shown. Cut-off read from the data, not from the text of the source, unless noted: active = inhibition above about 50%; inactive = the rest.

Each structure is followed by: NOD1 inhibition	KOR beta-arrestin-1	GPR55 beta-arrestin	AID2073	Dynein cargo inh	Dynein cargo inh cytoplasmic EGFP	Dynein cargo inh nuclear GR-EGFP	Dynein cargo inh cell count	KOR beta-arrestin-2	HEK293 NOD2/NF-kB	M17LAP inhibition	P. falciparum M1AAP
Cc1ccc(Cl)cc1NC(=O)CCC(=O)NCc1ccco1
 : -18%	18%	-0.2%	-1%	·	·	·	·	-5.3%	-12%	·	·
O=C(O)CN1C(=O)/C(=C\c2ccccc2OCc2ccc(Cl)cc2Cl)SC1=S
 : 22%	-15%	-0.2%	-9%	·	·	·	·	4.6%	3%	·	·
CCc1ccc(/C=C2/C(=O)N(CC)C(=S)N2C)s1
 : 7%	32%	-0.2%	-3%	1.8	-0.02	0.97	-1.5	0.7%	-29%	2%	-3%
CC(=O)NC(NC(=S)Nc1ccc(S(N)(=O)=O)cc1)C(Cl)(Cl)Cl (centres undefined)
 : -1%	30%	0.2%	-7%	-0.28	-0.24	-0.2	0.35	-1.8%	7%	-7%	1%
COc1ccc(NS(=O)(=O)c2c(C(=O)N3CCCCCC3)c(C)n(C)c2C)cc1OC
 : 10%	-25%	-0.2%	-1%	·	·	·	·	0.5%	12%	·	·
O=C(NCCCO)/C(=C\c1cn(-c2ccccc2)nc1-c1cccnc1)NC(=O)c1ccccc1
 : -7%	14%	-0.2%	-8%	-0.28	-0.32	-0.38	0.3	1.2%	1%	3%	3%
COCCn1c(=S)[nH]c2cc(C(=O)NCCc3ccc(OC)c(OC)c3)ccc2c1=O
 : 2%	-31%	0.6%	-12%	-0.52	-0.25	-0.15	0.51	0.5%	13%	-5%	2%
CCCN(S(=O)(=O)c1ccc(OCC)cc1)S(=O)(=O)c1cccs1
 : 32%	6%	-0.1%	0%	-0.28	-0.27	0.13	-0.15	-5.3%	8%	-7%	1%
CCOC(=O)/C(=C/c1ccc(N2CCC(c3ccccc3)=N2)cc1)C(C)=O
 : -3%	22%	-0.1%	16%	-2.2	1.9	-0.37	0.62	-0.6%	22%	1%	6%
Cc1ccccc1NC(=O)c1oc(=O)c2ccccc2c1-c1ccccc1
 : -16%	5%	0.6%	2%	-1.2	-0.22	-0.52	0.98	5.7%	4%	19%	-1%
COc1cc(NC(=S)N2CCN(CCO)CC2)cc(OC)c1
 : -16%	9%	-0.2%	-16%	·	·	·	·	6.2%	-1%	·	·
CCc1nc(SCC(=O)Nc2ccc(OC)cc2[N+](=O)[O-])n[nH]1
 : -5%	16%	-0.1%	9%	1	-0.61	0.78	-1.5	-1.8%	10%	12%	2%
O=C(O)CCCNS(=O)(=O)c1ccc(F)cc1
 : -19%	-22%	-0.1%	-8%	0.073	-0.25	0.21	-0.9	1.2%	14%	-5%	1%
CCc1ccc(-c2nc(CSCC(=O)NC3CC3)c(C)o2)cc1
 : -15%	-69%	-0.2%	7%	·	·	·	·	0.9%	-2%	·	·
COc1ccc2oc(C(=O)Nc3ccc(S(=O)(=O)N(C)C4CCN(C)CC4)cc3)c(C)c2c1
 : 14%	-46%	0.9%	16%	·	·	·	·	8.0%	36%	·	·
CC(NC(=O)C1(S(=O)(=O)c2ccc(Cl)cc2)CC1)c1ccccc1 (centres undefined)
 : 4%	-2%	0.2%	-3%	0.59	-0.35	-0.058	0.14	-0.9%	5%	20%	4%
Cc1ccc2nc(NC(=O)C3CC3C)sc2c1 (centres undefined)
 : 34%	-9%	-0.1%	2%	·	·	·	·	-1.4%	-55%	·	·
CNC(=S)N(CCc1c(C)[nH]c2ccc(OC)cc12)Cc1cccnc1
 : -8%	12%	-0.3%	-8%	-0.77	-0.36	-0.69	0.58	-6.4%	-26%	8%	1%
Cc1cc(N2CCN(C)CC2)nc2ccc(NC(=S)N3CCOCC3)cc12
 : -24%	12%	-0.7%	-15%	0.047	-0.3	-0.35	-0.89	0.8%	20%	7%	8%
COC(=O)n1c(SC)nc2ccccc21
 : 7%	-63%	0.2%	6%	3.5	-0.14	1.7	-1.9	3.3%	-4%	-2%	8%
Cc1c(C(=O)N2CCCC2)oc2c1-c1nn(CC(=O)NCCCOC(C)C)cc1CC2
 : 27%	-12%	-0.2%	-4%	·	·	·	·	8.5%	18%	·	·
O=C(CSc1ncnc2c1cnn2-c1ccccc1)Nc1ccccc1
 : 8%	-6%	-0.1%	15%	0.36	-0.19	0.52	0.38	4.5%	14%	6%	1%
CCN(CC)S(=O)(=O)c1cc([N+](=O)[O-])ccc1N1CCC(C(N)=O)CC1
 : -17%	24%	0.1%	-18%	-0.042	-0.21	0.81	-1.4	-4.8%	8%	12%	4%
CCn1cc(/C=C/C(=O)Nc2c(C)nn(Cc3ccccc3C)c2C)cn1
 : -38%	-13%	0.4%	0%	-0.73	-0.29	-0.65	0.85	0.9%	-2%	-7%	9%
S=C(Nc1ccc(Cl)cc1)N1CCN(C2CCCCC2)CC1
 : -18%	2%	-0.1%	13%	-0.71	-0.18	0.27	-0.16	0.1%	16%	-12%	12%
Cc1ccc(S(=O)(=O)N2CCC(C)CC2)c([N+](=O)[O-])c1
 : 0%	-41%	1.2%	5%	-0.019	-0.12	0.45	-0.37	-5.2%	3%	0%	11%
COCCCNC(=O)c1ccc(CS(=O)(=O)c2ccccc2OC)o1
 : 5%	25%	-0.1%	23%	·	·	·	·	-4.7%	8%	·	·
O=C(CC12CCC(CC1)C2)NCc1ccc2c(c1)OCO2
 : -23%	11%	0.3%	-3%	-0.11	-0.24	0.33	-0.27	1.4%	-32%	4%	5%
COC(=O)c1cc(-c2ccccc2)sc1NC(=O)CN1C(=O)c2ccccc2C1=O
 : 4%	1%	-0.1%	-2%	0.44	-0.23	-0.06	0.1	2.5%	26%	5%	7%
COC(=O)c1sc(-c2ccc(Cl)cc2)cc1NC(=O)CSCC(=O)O
 : -4%	-7%	-0.1%	15%	-0.65	-0.24	0.064	0.73	3.7%	21%	23%	11%
O=C(NC1=NCCS1)c1cc2ccccc2o1
 : 20%	7%	0.2%	-10%	0.26	-0.2	0.14	-0.37	·	-42%	2%	1%
CCSCc1nc2ccccn2c1Br
 : -38%	9%	-0.4%	-5%	0.97	-0.35	0.39	-0.43	1.2%	10%	3%	4%
CCOC(=O)CN1C(=O)SC(Nc2ccc(C)cc2)C1=O (centres undefined)
 : -36%	-3%	-0.2%	-2%	-0.45	0.29	0.35	0.17	-2.7%	-3%	14%	4%
CCCNC(=O)c1c(N)n(-c2cc(OC)cc(OC)c2)c2nc3ccccc3nc12
 : -52%	2%	-0.2%	19%	-1.2	-0.16	-0.056	0.15	-1.7%	4%	-1%	5%
CCOc1ccc(-c2noc(CCCC(=O)NCC3CCCO3)n2)cc1OC (centres undefined)
 : -54%	-4%	0.2%	15%	·	·	·	·	2.2%	0%	·	·
COC(=O)[C@@H]1C[C@H]2CC[C@H](O)C[C@H]2N1Cc1ccccc1OC(=O)c1cccs1
 : -6%	-9%	0.7%	8%	-0.86	-0.75	-0.39	0.49	4.9%	11%	6%	2%
O=C(CSc1nnc(-c2ccc3c(c2)OCCO3)o1)N1CCCC1
 : -25%	-28%	-0.3%	-7%	-0.31	-0.25	-0.13	0.85	-2.1%	-57%	18%	-1%
Cc1ccccc1C(=O)c1cccn1CC(=O)NCc1ccc2c(c1)OCO2
 : -56%	4%	0.2%	10%	0.0066	-0.34	-0.075	0.47	-8.6%	-26%	5%	1%
CCOC(=O)c1sc(-c2ccc(Cl)cc2Cl)nc1O
 : -6%	-8%	0.2%	?	0.25	-0.26	0.024	-0.068	3.0%	-5%	-7%	8%
Cc1[nH]c2ccccc2c1C(=O)CN1CCCCC1CCO (centres undefined)
 : 27%	32%	-0.2%	6%	-0.096	-0.2	0.43	0.75	-1.8%	15%	6%	4%
Cc1ccc(-c2c[n+]3c(n2-c2ccccc2)SCC3)cc1
 : 20%	-1%	-0.3%	-7%	-0.54	-0.23	0.37	-0.06	7.6%	27%	-1%	1%
Cc1ccc(S(=O)(=O)N(CC(O)CN2C(=O)NC(C)(C)C2=O)c2ccccc2)cc1 (centres undefined)
 : -7%	-3%	0.2%	4%	-0.56	-0.15	0.42	0.86	-0.8%	-10%	13%	2%
CCOc1ccccc1N1CCN(c2nc(N)c(C#N)c(CC#N)c2C#N)CC1
 : 35%	-55%	-0.1%	-2%	0.43	1.8	1.3	-3.4	3.7%	-14%	-4%	5%
Nc1nnc(SCC(=O)NC2CCCCC2)s1
 : -16%	-8%	-0.3%	4%	-0.44	-0.21	-0.37	0.29	-4.2%	-3%	5%	-3%
CC1=[N+](C)N(c2ccccc2)C(=O)C1N=C/C=C/c1ccccc1 (centres undefined)
 : -2%	16%	-0.1%	2%	-0.43	-0.16	-0.59	-0.72	-5.6%	9%	2%	9%
CC(=O)Nc1nc2ccccc2n1CCN1CCOCC1
 : -10%	·	-0.2%	21%	0.057	-0.03	0.65	-0.66	·	18%	-13%	1%
Cc1cc(C)cc(OCC(=O)NNC(=O)CCN2C(=O)c3ccccc3C2=O)c1
 : -36%	-3%	-0.2%	-2%	0.53	0.77	0.42	-0.71	4.0%	13%	11%	-3%
CC(OC(=O)c1cc[n+]([O-])cc1)C(=O)Nc1ccc(Cl)cn1 (centres undefined)
 : -25%	5%	0.0%	9%	-0.91	-0.17	-0.025	-0.001	1.4%	-16%	8%	8%
O=C(NCC1CCCO1)C1CCN(CC2CCCCC2)CC1 (centres undefined)
 : 0%	9%	-0.1%	13%	0.8	0.6	0.85	0.2	-3.1%	-1%	-8%	-1%

Screens as filed in PubChem.

Not all compounds are listed. The share of hits here may be higher or lower than overall.
